Assay outcomes: PubChem BioAssay, several laboratories
PHOSPHO1 block – PubChem AID 1565. Phosphoethanolamine/phosphocholine phosphatase (Homo sapiens), Q8TCT1. recombinant PHOSPHO1, absorbance phosphatase assay. inhibition, % at 13.3 µM. 1.1% of 290,000 active; in the data active = inhibition above about 60%
GPR7 antagonist – GPR7 receptor antagonists, primary screen, cell-based, fluorescence, single concentration; 1.1% of 290,000 active; GPR7-expressing cells, fluorescence antagonist assay; AID 1861, 2009; inhibition, % at 4.4 µM; in the data active = inhibition above about 16%, passing the limit was not always enough;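 note: cells stimulated with the agonist NPW; 0% = agonist with vehicle and 100% = vehicle without agonist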
MEKK2mut PB1 HTS – MEK5 binding signal on mutant MEKK2 PB1, primary screen, biochemical, multiplex bead flow cytometry, Alexa488-MEK5; Alexa488-MEK5 binding to MEKK2 mutant; percent response, % at 10 µM; 0.35% of 290,000 active; AID 1530, 2009; in the data active = percent response above about 24%, passing the limit was not always enough; note: inactives centre near 1; some results filed as inactive read as strong as hits; reference of the scale not given here
MEKK2wt PB1 HTS – modulators of MEK5 binding to wildtype MEKK2, primary screen, biochemical, multiplex bead flow cytometry, Alexa488-MEK5; Alexa488-MEK5 binding to MEKK2 WT; actives lie on both sides; binding response (% of control), % at 10 µM; 1.1% of 290,000 active; AID 1531, 2009; in the data active = binding response below about 67% or above about 130%
V1R ag counter – agonists of human V1a receptor, primary screen, counter-screen for OXTR agonist project, fluorescence, CHO-V1R cells | Fluo-8 calcium fluorescence, agonist mode; 0% DMSO, 100% 3 nM vasopressin | 0.25% of 320,000 active | activation, % at 3 µM | Vasopressin V1a receptor (Homo sapiens), P37288;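 active = activation above the mean activation of all tested compounds plus 3 SD, per screening run, cut at about 20% in these data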;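 note: signal is peak over basal fluorescence ratio across a 100 second FLIPR read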
Target sequence (P37288 whole entry, looked up): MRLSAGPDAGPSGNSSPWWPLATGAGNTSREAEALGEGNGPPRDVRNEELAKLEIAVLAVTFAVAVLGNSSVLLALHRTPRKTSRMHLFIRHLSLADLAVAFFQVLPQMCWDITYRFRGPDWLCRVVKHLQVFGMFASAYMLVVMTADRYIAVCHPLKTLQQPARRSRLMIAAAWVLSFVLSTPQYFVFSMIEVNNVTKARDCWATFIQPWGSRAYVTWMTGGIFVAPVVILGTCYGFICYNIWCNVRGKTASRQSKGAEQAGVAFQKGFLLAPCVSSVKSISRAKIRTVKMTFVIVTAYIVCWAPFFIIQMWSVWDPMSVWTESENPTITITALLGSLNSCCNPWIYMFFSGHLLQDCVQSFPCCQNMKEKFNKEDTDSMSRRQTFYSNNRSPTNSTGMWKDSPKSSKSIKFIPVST
MEKK3 PB1 HTS – modulators of MEKK3-MEK5 PB1 binding, primary screen, biochemical, wildtype MEKK3, multiplex bead flow cytometry, Alexa488-MEK5; AID 1529, 2009; binding response (% of control), % at 10 µM; bead-based flow cytometry, Alexa488-MEK5 binding to MEKK3; actives lie on both sides; 0 = blocked by unlabeled MEK5, 100 = vehicle; Mitogen-activated protein kinase kinase kinase 3 (Homo sapiens), Q99759; 1.4% of 290,000 active;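 active = binding response more than 3 SD above or below the average of its plate-row segment, actives on both sides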;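 note: Alexa488 bead fluorescence after subtracting the streptavidin-only scavenger bead signal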
NALP1 inh – NALP1 inflammasome inhibitors in reconstituted yeast, colorimetric, S. cerevisiae, triplicate retest | S. cerevisiae NALP1/ASC/caspase-1 growth, X-gal OD620, 72 h | inhibition, % at 10 µM | 0.61% of 280,000 active; in the data active = inhibition mostly above about 24%, no sharp cut-off; inactive = mostly below about 32%; note: some compounds called inactive have numbers as strong as hits
OXTR ag – human OXTR agonists, primary screen, fluorescence, CHO-OTR cells, Fluo-8 calcium; activation, % at 3 µM; Oxytocin receptor (Homo sapiens), P30559; 0.32% of 320,000 active; Fluo-8 calcium fluorescence; normalized: DMSO 0%, oxytocin 100%;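 active = activation above the mean of all tested compounds plus 3 SD, cutoff set per screening run, cut at about 20% in these data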;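 note: peak over basal fluorescence ratio from a 100 s FLIPR kinetic read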
GalR3 antag – GalR3 antagonists in HEK293 cells, primary screen, cell-based, fluorescence readout | inhibition, % at 3 µM | 0.44% of 360,000 active | AID 651719, 2012 | HEK293 GalR3-CNG cAMP membrane potential fluorescence; galR3 body fused to GalR1 C-terminus | Galanin receptor type 3 (Homo sapiens), O60755;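 active = inhibition above the screen-wide average plus 3 SD, cut at about 13% in these data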;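 note: forskolin and galanin both at EC90 stimulate the cells; cAMP rise reported by CNG channel membrane potential dye signal; 0% = forskolin plus galanin with DMSO and 100% = forskolin alone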
Target sequence (O60755 1-299 limits assumed): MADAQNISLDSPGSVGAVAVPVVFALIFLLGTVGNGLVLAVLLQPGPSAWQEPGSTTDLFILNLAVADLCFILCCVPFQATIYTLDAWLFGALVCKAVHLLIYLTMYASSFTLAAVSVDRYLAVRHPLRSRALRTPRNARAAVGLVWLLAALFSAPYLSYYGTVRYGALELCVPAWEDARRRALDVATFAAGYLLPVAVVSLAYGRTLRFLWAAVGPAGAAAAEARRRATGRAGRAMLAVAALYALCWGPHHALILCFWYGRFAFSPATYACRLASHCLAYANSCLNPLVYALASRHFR
* = called active by the depositor; nt = no result given; [ ] = another dose, or the depositor's remark.

Compound | PHOSPHO1 block | GPR7 antagonist | MEKK2mut PB1 HTS | MEKK2wt PB1 HTS | V1R ag counter | MEKK3 PB1 HTS | NALP1 inh | OXTR ag | GalR3 antag
On1c2c(c3c4nonc4ccc31)CCCC2 | 17 | -13 | 1 | 94 | 7.8 | 87 | 6 | 10 | nt
COc1cccc2cc(C(=O)OCC(=O)NCc3ccc4c(c3)OCO4)c(=O)oc12 | 29 | -12 | 9 | 103 | 1.1 | 102 | -2 | 0.0 | -5
Cc1cccnc1NC(=O)c1cc2ccccc2oc1=O | -18 | -11 | -47 | 83 | 0.3 | 83 | -8 | -0.2 | 8
COc1ccc(CSc2nc3nc(C)cc(C)n3n2)cc1F | -2 | -3 | 4 | 100 | 0.6 | 97 | -5 | -0.3 | -6
COc1ccc(/C=C(/C#N)C(=O)Nc2cc(C)ccc2C)cc1C(=O)O | 10 | -3 | nt | nt | 0.0 | nt | 2 | 0.1 | 1
COc1ccc2c(c1)[nH]c1c(=O)n(Cc3ccccn3)cnc12 | 6 | -3 | 15 | 101 | -1.1 | 97 | 20 | -0.2 | -3
Cn1ccnc1SC(=O)N1c2ccccc2Sc2ccccc21 | 47 | -1 | 4 | 97 | 0.5 | 95 | 17 | 0.2 | -5
Cc1cc(NC(=O)CSc2nnc(Nc3ccccc3F)s2)no1 | -3 | -4 | 0 | 100 | 0.8 | 100 | 5 | -1.1 | -4
COc1ccc(/C=C/C(=O)c2ccc[nH]2)c(OC)c1OC | 36 | -2 | 1 | 90 | 3.3 | 88 | -68 | 6.2 | 0
CCOCCCNC(=O)C1CCC(CNS(=O)(=O)c2cccc3nsnc23)CC1 (configuration not stated) | 0 | -7 | 1 | 100 | 0.1 | 99 | 17 | 0.9 | -6
CCOCCCn1c(=O)c2ccccc2n2c(=S)[nH]nc12 | -135 | 29 | -13 | 100 | 0.9 | 93 | -4 | -0.8 | -10
NC(=O)C1CCN(C(=O)c2ccc(-c3ccccc3)cc2)CC1 | 12 | 16 | 7 | 105 | 0.4 | 104 | 6 | 0.8 | nt
Cc1nn(Cc2ccccc2)c(Cl)c1C(=O)OCC#N | -6 | -7 | -1 | 99 | -0.8 | 110 | 10 | -1.5 | -7
CCOC(=O)c1ccc(NC(=O)Nc2ccc(F)cc2)cc1 | 5 | 23* | 6 | 121 | 11 | 113 | 9 | 14 | -9
CC(C)[C@H](NC(N)=O)C(=O)Nc1ccc(Oc2ccccc2)cc1 | 28 | 12 | -18 | 51 | 0.4 | 42*[inhibitor] | -3 | 0.2 | -4
O=C(Oc1c(-c2ccccc2)c(=O)n2c3c(cccc13)CC2)c1cccc([N+](=O)[O-])c1 | 12 | -3 | -4 | 93 | 0.6 | 99 | 8 | -1.4 | -3
Cc1ccc2nc(C)cc(C(=O)OCC(=O)Nc3c(C)n(C)n(-c4ccccc4)c3=O)c2c1 | -43 | -2 | -2 | 96 | -1.1 | 99 | 11 | 1.7 | 2
CCOC(=O)c1nc(Nc2ccc(N3CCOCC3)cc2)c2ccccc2n1 | 24 | -6 | 9 | 105 | -1.0 | 105 | 1 | -0.6 | -5
CCc1cccc(N(CC(=O)NC2CCCCC2)C(=O)c2csnn2)c1 | 22 | 8 | 2 | 100 | 1.9 | 102 | 6 | 1.3 | -9
O=C(CSc1ncn[nH]1)N1c2ccccc2Sc2ccccc21 | 19 | -11 | 3 | 108 | -0.4 | 115 | nt | -1.8 | -4
Cn1c(CN2CCN(S(C)(=O)=O)CC2)nc2cc([N+](=O)[O-])ccc21 | 54 | 5 | 12 | 107 | 0.9 | 109 | 10 | 0.5 | -1
Cc1ccc(N/C(N)=N/c2nc3c(c(=O)[nH]2)CCCC3)c(C)c1 | 8 | 10 | 1 | 99 | 0.5 | 101 | -10 | 0.3 | 0
COC(=O)c1cccc(NC(=O)c2cccnc2C(=O)O)c1C | 2 | 9 | -2 | 95 | 0.7 | 89 | -13 | 0.2 | -2
O=C(NC1C=CS(=O)(=O)C1)c1sc2ccccc2c1Cl (configuration not stated) | 21 | -11 | 9 | 106 | -0.7 | 102 | 21 | -1.5 | -3
O=C(COC(=O)c1ccc(O)cc1)NCCC1=CCCCC1 | 53 | -3 | -3 | 99 | 0.2 | 104 | 10 | 1.1 | -6
COc1cccc(CNc2cc(CSc3ccc(Cl)cc3)nc(C)n2)c1 | 6 | 10 | 5 | 109 | 0.8 | 103 | 0 | 0.7 | nt

Record cards, as listed above. Values in the order: PHOSPHO1 block, GPR7 antagonist, MEKK2mut PB1 HTS, MEKK2wt PB1 HTS, V1R ag counter, MEKK3 PB1 HTS, NALP1 inh, OXTR ag, GalR3 antag
Shown for NC(=O)C1CCN(C(=O)c2ccc(-c3ccccc3)cc2)CC1 = 12, 16, 7, 105, 0.4, 104, 6, 0.8, nt
Shown for Cn1ccnc1SC(=O)N1c2ccccc2Sc2ccccc21 = 47, -1, 4, 97, 0.5, 95, 17, 0.2, -5
Shown for Cc1ccc(N/C(N)=N/c2nc3c(c(=O)[nH]2)CCCC3)c(C)c1 = 8, 10, 1, 99, 0.5, 101, -10, 0.3, 0
Shown for CCc1cccc(N(CC(=O)NC2CCCCC2)C(=O)c2csnn2)c1 = 22, 8, 2, 100, 1.9, 102, 6, 1.3, -9

Entries shown so far that contain an aryl methoxy group, in the order listed:
Compound | PHOSPHO1 block | GPR7 antagonist | MEKK2mut PB1 HTS | MEKK2wt PB1 HTS | V1R ag counter | MEKK3 PB1 HTS | NALP1 inh | OXTR ag | GalR3 antag
COc1cccc2cc(C(=O)OCC(=O)NCc3ccc4c(c3)OCO4)c(=O)oc12 | 29 | -12 | 9 | 103 | 1.1 | 102 | -2 | 0.0 | -5
COc1ccc(CSc2nc3nc(C)cc(C)n3n2)cc1F | -2 | -3 | 4 | 100 | 0.6 | 97 | -5 | -0.3 | -6
COc1ccc(/C=C(/C#N)C(=O)Nc2cc(C)ccc2C)cc1C(=O)O | 10 | -3 | nt | nt | 0.0 | nt | 2 | 0.1 | 1
COc1ccc2c(c1)[nH]c1c(=O)n(Cc3ccccn3)cnc12 | 6 | -3 | 15 | 101 | -1.1 | 97 | 20 | -0.2 | -3
COc1ccc(/C=C/C(=O)c2ccc[nH]2)c(OC)c1OC | 36 | -2 | 1 | 90 | 3.3 | 88 | -68 | 6.2 | 0
COc1cccc(CNc2cc(CSc3ccc(Cl)cc3)nc(C)n2)c1 | 6 | 10 | 5 | 109 | 0.8 | 103 | 0 | 0.7 | nt
